# Bioassay records deposited in PubChem BioAssay by Fisher Drug Discovery Resource Center.
# NPYLR7 agonist: mosquito NPYLR7 agonism. 0.15% of 270,000 active. HEK293T NPYLR7/Galpha15, GCaMP6s calcium fluorescence. activation, % at 10 µM. AID 1259423; in the data active = activation above about 40%;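 also: 0% = vehicle and 100% = reference agonist at the receptor; some compounds past the cut are filed as inactive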
# hcGAS inh: inhibitors of human cGAS | Q8N884 | recombinant h-cGAS, ATP depletion, Kinase-Glo luminescence | inhibition, % at 12.5 µM | 0.081% of 290,000 active | AID 1259398;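 also: 0% = vehicle reaction and 100% = reaction without DNA for no activity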
# Target sequence (Q8N884 whole entry, looked up): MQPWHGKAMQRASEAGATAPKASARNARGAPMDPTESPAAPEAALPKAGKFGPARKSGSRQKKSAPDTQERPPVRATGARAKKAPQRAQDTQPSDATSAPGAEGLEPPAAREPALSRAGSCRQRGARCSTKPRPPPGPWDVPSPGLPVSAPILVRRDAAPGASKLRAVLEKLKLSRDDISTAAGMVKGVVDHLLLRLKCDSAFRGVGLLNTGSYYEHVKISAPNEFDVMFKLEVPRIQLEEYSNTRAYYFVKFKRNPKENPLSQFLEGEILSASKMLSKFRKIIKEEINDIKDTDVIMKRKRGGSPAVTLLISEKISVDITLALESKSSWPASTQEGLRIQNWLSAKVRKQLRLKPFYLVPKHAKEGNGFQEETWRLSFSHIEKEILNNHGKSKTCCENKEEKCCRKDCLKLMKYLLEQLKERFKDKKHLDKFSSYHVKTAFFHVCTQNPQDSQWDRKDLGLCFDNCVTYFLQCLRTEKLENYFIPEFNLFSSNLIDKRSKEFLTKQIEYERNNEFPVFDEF
# mcGAS inh: mouse cGAS inhibition by luminescence. Q8C6L5. recombinant cGAS, Kinase-Glo ATP depletion luminescence. inhibition, % at 12.5 µM. 0.15% of 160,000 active;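 also: 0% = negative control wells and 100% = reference inhibitor with no enzyme activity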
# * marks the source's active call; other numbers are inactive results; nt = no result given; & = joins results of further samples. Rule as the data show it, unless noted: active = inhibition above about 40%; inactive = the rest.
# Value order: NPYLR7 agonist	hcGAS inh	mcGAS inh
1: CCCS(=O)(=O)N1CCCN(C)c2nc3ccccc3nc21
    2	-5	nt
2: CC(C)N1CCC(CC(=O)N2CCCCC2c2nccs2)CC1 (stereo not given)
    nt	-5	-5
3: Cc1nc(NC(=O)C2CC2)sc1Cc1ccccc1Cl
    -17&-3	-4&-8	-13
4: C=CCNc1nc(Nc2ccc(I)cc2)nc(OCC)n1
    0	-7	nt
5: O=C(c1nc2ncccn2n1)N1CCN(C23CC4CC(CC(C4)C2)C3)CC1
    nt	-10	-6
6: CCN(CC)c1cc(-c2ccccc2)nc(SCc2cccc(C(=O)NCCN(C)C)c2)n1
    10	-6	-4
7: Cc1cc(C)c(C)c(S(=O)(=O)N2CCC(C(=O)Nc3nnc(C(C)C)s3)CC2)c1C
    7	-5	-9
8: COc1ccc(Cn2ccnc2CN(CCN2CCOCC2)S(=O)(=O)c2ccc(C)cc2)cc1
    17	-8	-5
9: CCNC(=O)CCC(=O)Nc1ccc(OC2CCCC2)c(F)c1
    -3	-7	nt
10: NC1=NC(c2cc(Br)cs2)n2c(nc3ccccc32)N1 (stereo not given)
    0	-8	nt
11: CC(C)N(CC(N)=O)c1ncnc2sc3c(c12)CCC3
    -2	-1	1
12: O=C(CCc1nc(-c2ccccc2F)no1)N1CCC[C@H]1CN1CCCC1
    18	-3	nt
13: CCCCOc1ccc(-c2nc(C=Nc3ccc4ccccc4c3)c(O)o2)cc1
    -1	-5	nt
14: COc1cccc(C(CN2CCN(C(=O)Nc3ccccc3C)CC2)OCc2ccc(C#N)cc2)c1 (stereo not given)
    nt	-6	-7
15: COc1ccc(-c2cn(-c3ccccc3)nc2C(=O)OC(C)C(=O)N2CCNC2=O)cc1OC (stereo not given)
    21	-11	nt
16: CCN(CC)C(=O)C1CCCN(C(=O)c2c(-c3ccccc3Cl)noc2C)C1 (stereo not given)
    -7	-1	nt
17: CCS(=O)(=O)Oc1cccc(CN(Cc2ccco2)S(=O)(=O)c2ccc(C(C)(C)C)cc2)c1
    -3	-2	-4
18: COC(=O)c1cc2n(n1)CCCN(C(=O)c1cc(C)[nH]c(=O)c1)C2
    -4	-7	-16
19: CC1CC1c1ccc(CN(C(=O)NCc2nnc3n2CCC3)C2CC2)o1 (stereo not given)
    9	-3	nt
20: O=C(c1cc(Cl)cc(Cl)c1)N1CCN(c2nccc(-c3ccc4c(c3)OCO4)n2)CC1
    5	-4	-6
21: CC(C)c1cc(N2CCOCC2)n2c(nc3ccccc32)c1C#N
    1	-4	nt
22: O=S(=O)(Nc1cc(F)cc(F)c1)c1ccc(N2CCCCCC2)nc1
    -11	-3	-2
23: COC(=O)C1=C(C)N(C)C(=O)NC1c1ccccc1OC (stereo not given)
    -2	-4	nt
24: Cc1cnc(C)c(N2CCC3(CCCN(C)CC3)CC2)n1
    -8	-2	-11
25: CCc1cc2c(=O)c(-c3ccc4c(c3)OCO4)c(C)oc2cc1OC1OC(CO)C(O)C(O)C1O (stereo not given)
    1	-6	-7
26: COCc1nnc(C2CC3(CCN(C(=O)CC(C)C)CC3)CN2C)o1 (stereo not given)
    nt	5	0
27: CCOCc1c(C(=O)N2CCNC(=O)C2)oc2ccccc12
    13	-14	-8
28: Cc1cc(C)n(-c2cc(NCCNS(=O)(=O)c3ccccc3Cl)ncn2)n1
    -8	-9	-7
29: CC(C)NC(=O)NC(C)C
    2	-1	-5
30: COc1cccc(N2CC(C(=O)NCc3cc(-c4ccc(F)cc4F)on3)CC2=O)c1 (stereo not given)
    2	-3	0
31: Cc1ncc([N+](=O)[O-])n1CCNC(=O)C1=C(C(=O)O)CCC1
    1	-2	-4
32: O=C(Nc1nnc(-c2ccc(Br)cc2)s1)C1CCCN1C(=O)Nc1ccccc1C(F)(F)F (stereo not given)
    -3	-6	-6
33: CCC12CN(CC#N)CC(CC)(CN(CC#N)C1)C2=O
    nt	8	0
34: O=C(CCn1cncn1)N1CCCC(N2CCN(Cc3ccc4c(c3)OCO4)CC2)C1 (stereo not given)
    3	-4	nt
35: CC1=C(c2ccc(C)cc2)S(=O)(=O)N=C1Nc1ccc(C)cc1C
    -1	-8	nt
36: CCCC(=O)OCC(O)CN(Cc1nc2sc3c(c2c(=O)[nH]1)CCC3)Cc1ccco1 (stereo not given)
    3	-8	-5
37: O=C(Cc1ccccc1)Nc1ccc(N2CCCC2)c(C(=O)NCCc2ccccc2)c1
    2	-1	-4
38: CN(CC1CCN(CCc2ccccc2F)CC1)C(=O)c1ccc2ncccc2c1
    4	-3	nt
39: Cc1ccc(S(=O)(=O)NC(=O)C2(C)CCN2C(=O)CCC2CCCC2)nc1 (stereo not given)
    6	-3	nt
40: CC1=NC2=C(C(=O)CC(c3ccccc3)C2)C(c2ccc([N+](=O)[O-])cc2)C1C(=O)OCCc1ccccc1 (stereo not given)
    3	-7	-4
41: CCOc1ccc(NC(=O)c2ccc(Br)s2)cc1
    8	-11	-9
42: COc1ccc(-c2c(C)c3ccc4c(c3oc2=O)CN(C2CC2)CO4)cc1
    -3	-2	-7
43: CN(C(=O)c1ccc(N2CC3CC(C2)c2cccc(=O)n2C3)c(NC(=O)c2ccc(C(C)(C)C)cc2)c1)C1CCCCC1 (stereo not given)
    -4	-2	nt
44: O=C(c1cccs1)N(CCn1cccn1)c1nc2c(Cl)cccc2s1
    -16	7	2
45: CC(C)CCNC(=O)C1(C)CCN1Cc1ccc2c(c1)OCCO2 (stereo not given)
    10	-7	nt
46: Cc1ccc(NC(=O)Nc2cccc3c2CCN(C(=O)[C@H]2CCC(=O)N2)C3)cc1
    4	-10	nt
47: COCCCN(C(=O)NCc1cccc(F)c1)C1CCN(C)CC1
    31	-4	nt
48: Cc1cccc(N2CCN(CC(=O)N(C)Cc3c(C)noc3C)CC2)c1
    -7	-6	-17
49: COC(=O)C1=C(C)N=c2s/c(=C\c3c(F)cccc3Cl)c(=O)n2C1c1cccs1 (stereo not given)
    1	-5	-6
50: CSCCC(=O)n1nc(-c2cccc(OC(F)F)c2)nc1N
    2	-7	nt
51: CC#CC(=O)N1CCC(CCC(=O)Nc2cccc(C)c2)CC1
    2	-10	-11
52: CCN(Cc1ccc(C)o1)C(=O)[C@@H]1C[C@@H](NC(=O)c2ccccc2Cl)CN1
    3	-3	nt
53: N#CC1(NC(=O)c2csc(-c3cccc(Cl)c3)n2)CCC1
    5&-1	-8&-11	-6
54: CCOc1ccc2c(c1)sc(=N)n2Cc1ccc(Cl)cc1
    6	-5	nt
55: COc1ccc(CN(C)CC2CCCN(CCc3ccc(Cl)cc3)C2)cc1OC (stereo not given)
    16	-8	-8
56: Cc1sc2ncn3ncnc3c2c1C
    1	-3	nt
57: CC(C(=O)N1CCC(N2CCC(C(=O)NC3CC3)CC2)CC1)n1cnc2ccccc21 (stereo not given)
    -7	6	nt
58: CCOc1ccc(-c2cc3c(=O)n(CC(=O)N4CCCc5ccccc54)ccn3n2)cc1
    5	-4	-4
59: Cc1nc2n(n1)C(c1ccc(Cl)cc1)CC(c1ccc(Cl)cc1)=N2 (stereo not given)
    -3	9	nt
60: CC(C)c1cnc2c(c1SCC(=O)N1CCCC1)c(=O)n(C)c(=O)n2C
    -3	2	-5

# More compounds
# Value order: NPYLR7 agonist	hcGAS inh	mcGAS inh
61: COCCc1noc(CN2CCCCC2Cn2cc(C)cn2)n1 (stereo not given)
    5	-10	nt
62: Cc1ccc(C(C)C(=O)NC(C)C(N)=O)s1 (stereo not given)
    1	-11	-16
63: CC(C)c1ccc(C(=O)NC2CC(C)(C)NC(C)(C)C2)cc1
    2	-19	nt
64: COc1ccccc1-n1c(SCc2ccc(C(=O)N3CCOCC3)cc2)nnc1-c1cccs1
    -11	1	-1
65: O=C(Nc1nnnn1/N=C\c1ccccc1F)c1ccc(F)cc1
    -1	1	-1
66: CN1CC2(CCCN(C(=O)c3ccc4ncsc4c3)CC2)OC1=O (stereo not given)
    7	-5	-14
67: COc1ccc(C2SCC(=O)N2CC(=O)N(C)C)cc1OC (stereo not given)
    10	3	-1
68: O=C(NCCSCc1ccco1)c1ccc(-c2cc(-c3cccc4ccccc34)[nH]n2)cc1
    -3	-10	-9
69: COc1ccc(C(=O)Nc2ccc(C3SCC(=O)N3c3ccc(F)cc3F)cc2)cc1 (stereo not given)
    nt	-3	-4
70: Cc1ccccc1C(C(C)C)N(C)C(=O)CSCC(N)=O (stereo not given)
    1	-9	nt
71: CCC(=O)NC1Cc2ccccc2C(c2ccccc2)C1 (stereo not given)
    -11	0	nt
72: COc1ccc(-c2nc(CSc3nc(C)cs3)cs2)cc1OC
    6	-8	-7
73: COc1ccccc1N(c1nc(-c2ccccc2)cs1)C(C)C(=O)O (stereo not given)
    27	-7	nt
74: COc1ccccc1/C=C/C=c1\sc2nc(=O)c(Cc3ccc(F)cc3)nn2c1=O
    24	-22	-1
75: Cc1nc2scc(C)n2c(=O)c1NC(=O)c1ccccc1Br
    6	-3	-6
76: CCOc1ccc(-n2c(=O)c3c4c(sc3n(CC(=O)NC(C)CC)c2=O)CCCCC4)cc1 (stereo not given)
    4	-4	nt
77: Cc1cc(C)c(NC(=O)Nc2c[nH]c3ccccc23)c(C)c1
    3	-3	-8
78: COCCN1C(=O)C(c2c(C(C)C)[nH]n(-c3ccc(Cl)c(Cl)c3)c2=O)=C([n+]2cccc(C)c2)C1=O
    8	-10	-7
79: COCC(=O)Nc1ccc(N2CCN(S(=O)(=O)c3cccc(OC)c3)CC2)nc1
    18	-3	-7
80: COc1ccc2c(=O)c3c(=O)n(-c4ccc(C)cc4)c(C(C)C)nc3oc2c1
    11	-6	nt
81: O=C(NC1CCN(c2ccccc2C(=O)N2CCN(C3CCCCCC3)CC2)CC1)c1ccc(F)cc1F
    25	-3	-5
82: COc1ccc(C(=O)N2CCc3onc(-c4ccc(F)c(F)c4)c3C2)cc1F
    4	-6	nt
83: CN1CC2(CCCN(C(=O)Cn3cc(C(N)=O)c4ccccc43)C2)OC1=O (stereo not given)
    9	-1	nt
84: CCOP(=O)(Cc1ccc(NC(=O)CO[C@H]2C[C@@H](C)CC[C@@H]2C(C)C)cc1)OCC
    -13	-10	-5
85: COc1ccc(CN2CCN(C(=O)NCc3ccc(C)cc3)CC2)cc1F
    -3	-2	-7
86: CC(C)CNc1ncnc2c1c(-c1ccccc1)cn2-c1ccccc1
    3	-5	-10
87: CCCN(CC(F)F)C(=O)c1sccc1S(=O)(=O)C(F)F
    -4	-5	nt
88: C=C(C)CN(CC)C(=O)C=Cc1ccc(OC)c(S(=O)(=O)N2CCCCC2)c1
    0	-6	-6
89: N#CCN1CCNCC1
    -2	-4	nt
90: C1CCc2sc(CN3CCC4(CCNCC4)CC3)nc2C1
    nt	-18	-6
91: O=C(CSc1nc(=O)n(CCCO)c2c1CCC2)Nc1cccc(F)c1
    -10	-6	-5
92: COc1ccc(C(=O)Nc2ccc(-n3nc(OC)nc3-c3cccs3)cc2)cc1
    27	-4	-5
93: CCc1ccccc1NC(=O)c1cccn(OCc2cccc(Cl)c2)c1=O
    14	-6	-7
94: O=C(NC1CCCC1)C1CCN(S(=O)(=O)N2CCOCC2)CC1
    15	-9	nt
95: CCc1ccc(-c2nccn2[C@@H](Cc2ccccc2)C(N)=O)nc1
    8	-10	nt
96: Cc1cc(C)cc(N2CCCn3c2nc2c3c(=O)n(CC(=O)OCc3ccccc3)c(=O)n2C)c1
    10	-6	-10
97: O=C(COC(=O)c1cccnc1)c1ccc(-c2ccccc2)cc1
    0	-1	nt
98: C=CCc1cccc2cc(C(=O)N(C)C)c(=O)oc12
    10	-3	-5
99: O=[N+]([O-])c1cc(S(=O)(=O)NC2=NCCCCC2)ccc1Cl
    1	9	nt
100: Cc1cccc(S(=O)(=O)NC(=O)C2(C)CCN2C(=O)COc2ccc(Cl)cc2)c1 (stereo not given)
    3	-10	nt
101: COCc1nc2cc(NC(=O)Cc3ccccc3)cc(C(=O)NCC3OCCc4ccccc43)c2n1C (stereo not given)
    -5	2	-2
102: O=C(O)c1c(-n2cccc2)sc2c1CCCC2
    4	-2	nt
103: COc1ccc(NC(=O)c2sc(=O)n(Cc3ccc(C(F)(F)F)o3)c2C)cc1OC
    12	-7	nt
104: O=C(CC(c1ccc(Cl)c(Cl)c1)c1c[nH]c2ccccc12)NC1CCCCC1 (stereo not given)
    25	-4	-3
105: COc1cc(NC(=O)N2CCC3(CC2)SCCN3C(=O)c2ccccc2)cc(OC)c1
    13	-5	-5
106: CC(=O)Nc1ccc(OCc2nnsc2Cl)cc1
    1	-4	-1
107: Cc1ccc(S(=O)(=O)N2CCC(NS(=O)(=O)CCc3ccccc3)CC2)cc1
    3	-7	nt
108: CNc1nc2cnc(Nc3cccc(C(C)=O)c3)cc2n1-c1ccccc1
    4	-4	-7
109: CSc1ccccc1NC(=O)Cn1ccsc1=N
    5	-13	nt
110: Cc1nnc(SCCn2c(N(C)Cc3ccccc3)nc3c2c(=O)[nH]c(=O)n3C)s1
    -1	-8	nt
